# mcGAS inh – inhibitors of mouse cGAS. AID 1259399. inhibition, % at 12.5 µM. 160,000 compounds, 0.15% hits. recombinant cGAS, Kinase-Glo ATP depletion luminescence. Q8C6L5;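 also: 0% = negative control wells and 100% = reference inhibitor with no enzyme activity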
# hcGAS lum – inhibitors of human cGAS. recombinant h-cGAS, ATP depletion, Kinase-Glo luminescence. inhibition, % at 12.5 µM. 290,000 compounds, 0.081% hits;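 also: 0% = vehicle reaction and 100% = reaction without DNA for no activity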
# Target sequence (Q8N884 whole entry, looked up): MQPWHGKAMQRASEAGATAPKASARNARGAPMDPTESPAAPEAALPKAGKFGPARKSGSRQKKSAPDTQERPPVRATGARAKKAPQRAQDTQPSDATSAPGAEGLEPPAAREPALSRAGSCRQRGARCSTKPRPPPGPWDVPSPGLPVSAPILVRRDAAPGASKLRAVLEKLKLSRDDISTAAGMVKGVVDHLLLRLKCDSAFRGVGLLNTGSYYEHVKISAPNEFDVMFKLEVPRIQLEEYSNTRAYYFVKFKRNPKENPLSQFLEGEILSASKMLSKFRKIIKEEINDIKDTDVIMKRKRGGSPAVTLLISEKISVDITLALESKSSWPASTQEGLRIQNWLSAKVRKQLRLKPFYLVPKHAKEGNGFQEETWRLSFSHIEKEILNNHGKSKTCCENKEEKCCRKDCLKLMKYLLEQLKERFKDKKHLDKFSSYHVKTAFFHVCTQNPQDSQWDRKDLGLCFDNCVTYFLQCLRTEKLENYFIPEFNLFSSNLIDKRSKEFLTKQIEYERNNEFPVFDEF
# NPYLR7 agonist – mosquito NPYLR7 agonism. HEK293T NPYLR7/Galpha15, GCaMP6s calcium fluorescence. activation, % at 10 µM. 270,000 compounds, 0.15% hits. AID 1259423; in the data active = activation above about 40%;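 also: 0% = vehicle and 100% = reference agonist at the receptor; some compounds past the cut are filed as inactive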
# * = called active by the depositor; · = no result given; & = joins results of further samples. Rule as the data show it, unless noted: active = inhibition above about 40%; inactive = the rest. Random draw from the library. Share with any hit: about 0.29%.
SMILES,mcGAS inh,hcGAS lum,NPYLR7 agonist
COc1ccc2c(c1)OCC(C(=O)Nc1ccc(C(C)=O)cc1)=C2,·,-5,4
O=C(NCCc1cccc(F)c1)c1ccc(SCc2ccccc2)nc1,-1,-12,-5
Cc1ccc(-c2cc(=O)n(CC(=O)NCCc3ccccc3)cn2)cc1,·,-3,14
CNC(=O)Cc1ccc(-c2c(Cl)cccc2OC)cc1,-19,-7,-1
CCCCCC(C)NC(=O)c1ccc([N+](=O)[O-])s1 (centres undefined),-3,-3,-1
CC(C)c1ccccc1OC1CC2CCC(C1)N2C(=O)c1ccc(CSc2cccc(C(F)(F)F)c2)cc1 (centres undefined),-8,-14,14
CC(C)c1nc2cc(C(=O)NCc3ccccn3)ccc2o1,·,-4,15
CCOC(=O)NC(Nc1ccc(C)c(C)c1)(C(F)(F)F)C(F)(F)F,-7,-22,1
C#Cc1ccc(CN2CCC(N3CCC(C(=O)NC(C)C)CC3)CC2)cc1,-4,-3,-4
CCN1CCN(C(=O)c2ccc(CSc3nnc(C)n3-c3ccccc3OC)cc2)CC1,-7,6,4
CN1CCN(C(=O)c2csc(N3CCCCC3)n2)CC1,-7,-15,·
C=c1oc(C)cc1=C1NN=C(CCC(=O)N2CCN(C3CCCC3)CC2)O1,-4,-5,4
CS(=O)CCN1CCN(S(=O)(=O)c2ccc(F)cc2)CC1 (centres undefined),·,-5,-1
CC(C)c1nn(CC(=O)N2CCc3ccccc32)c(=O)c2c1cnn2-c1ccc(F)cc1,·,-7,6
COc1ccc(-n2nnnc2CNC(=O)Cc2ccc(OC)c(OC)c2)cc1,-7,-6,3
Clc1ccccc1/C=N\Nc1nc(N2CCCCC2)nc(N2CCCCC2)n1,-5,-1,10
CCCC(C)(C)C(=O)N1CCC1(C)C(=O)NS(=O)(=O)c1ccccc1C(F)(F)F (centres undefined),·,-3,9
CCOc1ccc(Cc2nnc(N3CCOCC3)[nH]c2=O)cc1,·,-5,15
N#Cc1cc2c([nH]c1=S)CCC2,·,0,0
COCCNC(=O)Cn1nc2c(c1NC(=O)Cc1ccc(F)cc1)CSC2,-6,-6,-2
Cc1nc(-c2ccc(CN(C)C3CCCc4ccccc43)cc2)[nH]c(=O)c1C (centres undefined),·,4,12
Cc1ccc(C)n1-c1ccc(I)cc1,·,0&-7,6
CN(CCc1ccccc1)C1CCCN(Cc2cccc3ncccc23)C1 (centres undefined),-9,-9,5
COC(=O)Cn1nc(-c2ccccc2)c2ccccc2c1=O,-2,3,9
CC(C)c1ccc(S(=O)(=O)NCCOC23CC4CC(CC(C4)C2)C3)cc1,-4,-9,·
CC1(C(=O)Nc2cccc(NS(C)(=O)=O)c2)CCN1Cc1ccc(-n2ccnc2)cc1 (centres undefined),0,0,-4
CC(C)C(NC(=O)Cn1cnc(C#N)n1)c1ccc(F)cc1 (centres undefined),-6,-14,-2
Cn1cc(NC(=O)C(=O)Nc2ccc(-c3ccccc3)cc2)cn1,·,-8,9
CCn1c(C)nc2cc(C(=O)NNC(=O)C3CCCO3)ccc21 (centres undefined),-12,-5,1
COC[C@]1(O)CCN(C(=O)NCC2CCCCC2)CC1(C)C,-5,2,·
CCOC(=O)c1c(C)c(C(=O)CN(Cc2ccco2)C(=O)Nc2ccccc2C(F)(F)F)c(C)n1CC,-7,-9,·
CCOc1cccc(C2Nc3ccccc3C(=O)N2C2CC2)c1OC (centres undefined),·,-10,-7
COc1ccc(C2Nc3ccc(Br)cc3C(c3ccccc3)O2)c(OC)c1 (centres undefined),·,-2,9
CCNC(=S)N(Cc1ccc(F)cc1)Cc1c(-c2ccccc2)noc1N(C)C(C)C,-7,-6,9
Cc1ccc(CNc2oc(-c3ccc(S(=O)(=O)N(C)C)cc3)nc2C#N)cc1,-9,-6,0
COc1ccc(-c2nc3ccc(Br)cn3c2NC2CCCCC2)cc1OC,-4,-6,-1
CCn1ccnc1SC1CC(C)OC1=O (centres undefined),·,-4,0
C=CCN(CC(=O)N(CCc1ccccc1)Cc1ccc(C)o1)C(=O)c1ccc(F)cc1,-1,3,-4
COC(=O)C12CC3(C)CC(C)(C1)CC(C(=O)OC)(C3)C2,-4,-11,1
CCOc1ncccc1CNC(=O)c1cn(CC2CCCNC2)nn1 (centres undefined),-8,-3,23
CC(CNC(=O)C(F)(F)C(F)F)NC(=O)C(F)(F)C(F)F (centres undefined),·,-1,-1
Cc1ccc(CN(CCN(C)C)S(=O)(=O)c2ccc3c(c2)CCC(=O)N3)o1,·,-6,8
CCOC(=O)c1nn(-c2ccccc2)c(=O)cc1OS(=O)(=O)c1cc(C)c(C)cc1OC,·,7,8
O=C1NCC(C(=O)NC2CC2c2cccc(Br)c2)N1 (centres undefined),·,-6,8
Cc1ccc(Cl)c(C(=O)O)c1NS(=O)(=O)/C=C/c1ccccc1,-12,-7,-1
CC(Cc1cnccn1)Nc1nncc(-c2ccc(Cl)cc2)n1 (centres undefined),-4,-10,-5
CCOC(=O)COc1ccc2c(=O)c(Oc3ccccc3Br)c(C(F)(F)F)oc2c1,-7,-3,-1
O=C(NC1=NCCS1)C1CCN(S(=O)(=O)c2ccc(Br)s2)CC1,·,-4,11

# Whole records from above. Order of screens: mcGAS inh | hcGAS lum | NPYLR7 agonist
# `C=CCN(CC(=O)N(CCc1ccccc1)Cc1ccc(C)o1)C(=O)c1ccc(F)cc1` is listed as -1 | 3 | -4
# `O=C(NC1=NCCS1)C1CCN(S(=O)(=O)c2ccc(Br)s2)CC1` is listed as · | -4 | 11
# `CC(CNC(=O)C(F)(F)C(F)F)NC(=O)C(F)(F)C(F)F` (centres undefined) is listed as · | -1 | -1
# `CC(Cc1cnccn1)Nc1nncc(-c2ccc(Cl)cc2)n1` (centres undefined) is listed as -4 | -10 | -5

# The list continues:
SMILES,mcGAS inh,hcGAS lum,NPYLR7 agonist
CC(=O)NC(Cc1c[nH]c2ccccc12)C(=O)N=c1sccn1C (centres undefined),·,-3,-4
Cc1cc(NC(=O)CCCc2ccccc2)nc2c1c(=O)oc1ccccc12,·,-9,0
Cc1nc2sccn2c1C(=O)N1CCNCC1C(=O)N1CCOCC1 (centres undefined),-10,-6,5
N#Cc1cccc(NC(=O)CS(=O)Cc2cccc(C(F)(F)F)c2)c1 (centres undefined),-10,-3,5
CCc1nc(-c2ccccc2)nc(N2CCN(C(=O)c3cccs3)CC2)c1Cc1cccc(C)c1,-8,-3,7
COc1cccc(N2CCN(c3nccc(N4CCC(O)C4)n3)CC2=O)c1 (centres undefined),-15,-1,4
COc1ccc(C(=O)N(Cc2ccco2)Cc2cc(NC(=O)C3CCC3)ccc2N(C)C)cc1,-5,-5,-5
COc1cc(CNc2ccc3ncc(-c4cccc(N)c4)n3n2)cc(OC)c1OC,-2,-1,-8
Cc1ccc(-c2ccccc2-n2cnnc2)o1,-9,-1,2
COc1ccc(C2=N/C(=C/c3ccc(N(C)C)cc3)C(=O)O2)cc1Br,-5,-3,-5
COc1cc2c(cc1OC)C(=O)CC(C)S2 (centres undefined),·,-3,5
COc1ccc([C@@H]2CC(=O)c3c(O)cc(O[C@@H]4O[C@H](CO[C@H]5O[C@@H](C)[C@H](O)[C@@H](O)[C@H]5O)[C@@H](O)[C@H](O)[C@H]4O)cc3O2)cc1O,-3,-4,-9
COC(=O)C1=C(C)N(c2cc(C)cc(C)c2)C(=O)/C1=C\c1ccc(O)cc1,·,-1,-11
CCN1CCN(CC(=O)N(CCc2ccc(OC)cc2)CC2CCN(C)CC2)CC1,·,-6,9
COCC(=O)NCC(c1ccccc1C)N(C)C (centres undefined),-12,-8,4
O=C(OCC(=O)N1CCCC1)C(=Cc1cccs1)c1cccs1,·,-7,-2
Cc1nnc(C)n1-n1ccc2nc3ccn(-c4ccccn4)c(=O)c3cc2c1=O,·,-3,4
CCC(CC)C(=O)N(Cc1ccc(F)cc1)Cc1cc(NC(=O)c2ccco2)ccc1N(C)C,-7,-1,1
COc1ccc(NC(=O)C(=O)c2ccc(C3CCCCC3)cc2)cn1,1,1,-12
COc1ccc(OC)c(NC(=O)CCc2c(C)nn(-c3nc(C)cc(=O)[nH]3)c2C)c1,·,-7,-2
c1cc2occc2c(N2CCC3(CCCO3)CC2)n1,·,-5,7
CCNC(=O)N1CCN(C(=O)c2cc(-c3ccc(Cl)cc3)n(-c3cccc(F)c3)c2C)CC1,-6,-14,-4
Cc1nc(S(=O)(=O)N[C@@H]2CC[C@@H](N)C2)cn1C,-13,-6,·
COc1ccc(-c2cc(C(=O)N3CCC4(CC3)OCCO4)c(C)n2-c2ccc(C)cc2)cc1,-2,2,-2

# Looked up by compound from above (four):
SMILES,mcGAS inh,hcGAS lum,NPYLR7 agonist
CC(C)C(NC(=O)Cn1cnc(C#N)n1)c1ccc(F)cc1 (centres undefined),-6,-14,-2
CN(CCc1ccccc1)C1CCCN(Cc2cccc3ncccc23)C1 (centres undefined),-9,-9,5
Cn1cc(NC(=O)C(=O)Nc2ccc(-c3ccccc3)cc2)cn1,·,-8,9
C=CCN(CC(=O)N(CCc1ccccc1)Cc1ccc(C)o1)C(=O)c1ccc(F)cc1,-1,3,-4

# Further structures follow:
SMILES,mcGAS inh,hcGAS lum,NPYLR7 agonist
CC1CC(C)CN(S(=O)(=O)N2CC(C)OC(C)(C)C2)C1 (centres undefined),·,-9,9
CC1CN(C(=O)OC(C)(C)C)c2ccccc2N1Cc1ccc(C#N)cc1 (centres undefined),·,-7,8
C=COC(=O)CSc1nc(C)c(CC)c(C)c1C#N,-1,-1,-6
CC(C)c1c(O)cc(-c2cccs2)n(-c2ccc(Cl)cc2)c1=O,·,-5,9
O=C1c2ccccc2-c2onc3c(Br)cc(NC(=O)C(F)(F)F)c1c23,·,14,15
CC(C)c1cc(C(=O)N(Cc2cnn(C)c2)C2CC2)no1,-11,-2,2
Cc1cnc2c(c1SCC(=O)Nc1ccc(C(N)=O)cc1)c(=O)n(C)c(=O)n2C,-8,-7,8
COc1cc(C(=O)N2CCOC(COCc3cccc(C(F)(F)F)c3)C2)cc(OC)c1C (centres undefined),-5,-4,2
COc1ccc(N2CCN(C(=O)c3ccccc3OC)C(C)C2=O)cc1OC (centres undefined),-6,-4,-8
Cc1ccc(N2C(=O)CSC2c2cccc(NC(=O)c3ccc(F)cc3)c2)cc1 (centres undefined),-2,-1,·
CCC1(CC)CN(c2ccnc(C(=O)NCCOC)c2)CCO1,·,2,-1
O=C(Nc1ccc(C(F)(F)F)cc1)Nc1ccc(N2CCC(Cc3ccccc3)CC2)c(C(=O)NCCN2CCOCC2)c1,0,-5,-15

# A different layout for some results above.
mol	mcGAS inh	hcGAS lum	NPYLR7 agonist
C=CCN(CC(=O)N(CCc1ccccc1)Cc1ccc(C)o1)C(=O)c1ccc(F)cc1	-1	3	-4
COC(=O)C12CC3(C)CC(C)(C1)CC(C(=O)OC)(C3)C2	-4	-11	1
CCOc1ncccc1CNC(=O)c1cn(CC2CCCNC2)nn1 (centres undefined)	-8	-3	23
CC(CNC(=O)C(F)(F)C(F)F)NC(=O)C(F)(F)C(F)F (centres undefined)	·	-1	-1
Cc1ccc(CN(CCN(C)C)S(=O)(=O)c2ccc3c(c2)CCC(=O)N3)o1	·	-6	8

# Remaining list, next part.
SMILES,mcGAS inh,hcGAS lum,NPYLR7 agonist
Cc1ccn2c(NC(=O)C3CCC3)c(-c3cccc(F)c3)nc2c1,-4,-3,-3
Cc1cccc(CN2CCN(c3nc4c(c(=O)[nH]c(=O)n4C)n3CCC(C)C)CC2)c1,·,0,-5
Cc1nc2ncccn2c1C(=O)N1CCC(n2cc(CC(C)C)nn2)CC1,-14,-1,-5
Cc1ccn2c(NCc3ccccc3)c(-c3ccc(Cl)cc3)nc2c1,-6,-8,7
COc1ccc(-c2cnc3ncnn3c2N2CCN(CCc3ccncc3)CC2)cc1,-4,-3,10
Cc1ccc(NC(=O)C2CCCNC2)nc1 (centres undefined),·,18,-6
COCCS(=O)(=O)N(Cc1ccco1)c1ccc(F)cc1F,·,-5,-1
O=C(NCc1cccs1)c1ccc(-c2cc(-c3ccc(N4CCCCC4)cc3)n[nH]2)cc1,-7,-11,7
CC(C)Cc1cc(C(=O)N2C[C@@H](F)C[C@H]2CNC(=O)N2CCCC2)on1,-5,-12,·
CCNc1nc(-c2ccc3c(c2)CCCN3S(C)(=O)=O)cs1,-6,-6,2
O=C1c2cccc3c(Cl)ccc(c23)C(=O)N1c1ccc(Cl)cc1,·,-1,1
CCC1CN(C(=O)c2cc(C(C)C)no2)CCC(=O)N1Cc1ccccc1 (centres undefined),0,-4,2
CC(=O)N(CN1C(=O)c2cc(Cl)c(Cl)cc2C1=O)c1ccccc1C,·,0,5
Cc1cccc(OCC2CNCCO2)c1 (centres undefined),·,-1,-4
Cc1noc(C)c1C(C)CNC(=O)Nc1cccc(F)c1 (centres undefined),-5,-6&2,3&7
COc1ccc(C(=O)CSc2nnc(NC(C)(C)C)s2)cc1,·,-5,10
CCc1nc2c(OCc3ccc(S(C)(=O)=O)cc3)cccn2c1N(C)C(=O)COc1ccccc1,-2,-1,-4
CCC(NC(=O)c1ccc(NC(=O)C2CC2)s1)c1ccc(Br)cc1 (centres undefined),·,-8,-2
Cc1ccc(CNC(=O)c2c(C)noc2-c2ccco2)o1,-5,-6,-1
Cc1nc2c(OCCOc3ccc(F)cc3)cccn2c1N(C)C(=O)CCC1CCCC1,-4,-10,-5
O=C(O)Cc1coc2cc(OS(=O)(=O)c3cc(Cl)ccc3Cl)ccc12,·,-4,-3
COc1ccc(C(NC(=O)C2CCN(CCc3c[nH]c4ccccc34)CC2)c2cccs2)cc1 (centres undefined),-2,-5,11
COCC(=O)NN=C(C)CC(=O)N1CCCC1,·,-7,3
O=c1cc(-c2ccc(O)c(O)c2)oc2cc(O)cc(O)c12,13&19,10&11,1&-2
Cc1ccc(S(=O)(=O)N2CCCC2C(=O)Nc2ccc(OC(F)F)c(Cl)c2)s1 (centres undefined),26,20,-5
O=C(NCCCN1CCCC1)C1CCC(=O)N1C1CCCCC1 (centres undefined),·,-4,5
C[C@@H]1CN(C2(C(=O)NCCc3cscn3)Cc3ccccc3C2)C[C@H](C)O1,·,6,-5
CCOC(=O)C1(C)CCN1C(=O)c1cccc(F)c1 (centres undefined),-6,-9,-1
